KDM5B inhibitor – Primary screen for KDM5B Histone Demethylases FDH-coupled qHTS. AID 1347165, 2019. KDM5B demethylase, FDH-coupled NADH fluorescence (FDH is formaldehyde dehydrogenase). Lysine-specific demethylase 5B (Homo sapiens), Q9UGL1. hit rate 2.6% among 220,000. Potency, µM (doses to about 57.7 µM), inactives show top-dose activity change, negative = inhibition, hits mostly inhibitors; active = well fitted inhibition curve with a large enough effect; inconclusive = small, poorly fitted or top-dose-only effect; inactive = no such curve, though single readings can be large or run the other way; also: 0% is about no effect; nearly all actives have a fitted effect of over 70% in size
Target sequence (Q9UGL1 whole entry, looked up): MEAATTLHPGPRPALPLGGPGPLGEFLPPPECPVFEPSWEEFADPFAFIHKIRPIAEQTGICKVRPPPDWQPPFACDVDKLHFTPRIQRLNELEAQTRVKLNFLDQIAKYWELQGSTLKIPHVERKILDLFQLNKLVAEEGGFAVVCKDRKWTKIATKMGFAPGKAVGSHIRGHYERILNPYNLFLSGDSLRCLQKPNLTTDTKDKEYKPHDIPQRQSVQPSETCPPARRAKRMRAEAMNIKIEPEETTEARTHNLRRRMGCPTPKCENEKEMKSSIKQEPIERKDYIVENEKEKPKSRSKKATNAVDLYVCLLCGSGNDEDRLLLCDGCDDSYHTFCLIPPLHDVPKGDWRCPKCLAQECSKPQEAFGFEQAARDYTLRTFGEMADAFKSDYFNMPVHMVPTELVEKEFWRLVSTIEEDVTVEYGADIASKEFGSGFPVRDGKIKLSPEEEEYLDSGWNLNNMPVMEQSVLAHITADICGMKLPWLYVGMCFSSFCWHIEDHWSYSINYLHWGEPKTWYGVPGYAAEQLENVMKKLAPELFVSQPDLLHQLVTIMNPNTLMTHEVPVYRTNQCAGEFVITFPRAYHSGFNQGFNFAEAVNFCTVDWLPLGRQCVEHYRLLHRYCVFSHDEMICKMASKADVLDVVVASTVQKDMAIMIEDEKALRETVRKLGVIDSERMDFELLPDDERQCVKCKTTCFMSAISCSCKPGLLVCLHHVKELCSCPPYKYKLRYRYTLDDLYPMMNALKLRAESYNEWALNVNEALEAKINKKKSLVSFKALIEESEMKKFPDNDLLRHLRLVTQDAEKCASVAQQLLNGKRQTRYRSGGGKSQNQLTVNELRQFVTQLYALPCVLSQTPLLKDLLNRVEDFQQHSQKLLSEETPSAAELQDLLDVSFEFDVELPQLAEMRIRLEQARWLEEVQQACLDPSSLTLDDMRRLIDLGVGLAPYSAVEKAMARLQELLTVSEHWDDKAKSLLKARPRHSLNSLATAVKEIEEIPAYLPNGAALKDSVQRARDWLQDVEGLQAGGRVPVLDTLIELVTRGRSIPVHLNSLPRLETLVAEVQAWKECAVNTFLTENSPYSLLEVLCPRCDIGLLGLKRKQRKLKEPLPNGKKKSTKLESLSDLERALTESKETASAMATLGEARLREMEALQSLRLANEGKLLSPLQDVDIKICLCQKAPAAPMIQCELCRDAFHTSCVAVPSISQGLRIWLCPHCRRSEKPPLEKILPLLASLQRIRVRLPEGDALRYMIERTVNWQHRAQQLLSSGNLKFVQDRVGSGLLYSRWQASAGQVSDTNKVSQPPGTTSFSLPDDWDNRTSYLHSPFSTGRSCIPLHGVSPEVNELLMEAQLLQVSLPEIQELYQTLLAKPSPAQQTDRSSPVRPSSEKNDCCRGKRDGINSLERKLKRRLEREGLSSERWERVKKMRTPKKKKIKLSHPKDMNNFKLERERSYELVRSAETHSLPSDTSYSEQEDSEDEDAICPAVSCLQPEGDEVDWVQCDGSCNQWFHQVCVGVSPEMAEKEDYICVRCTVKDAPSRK
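Compound dilutions met 200 nM (final) KDM5BΔAP for 10 min at room temperature before substrate addition. The substrate mix held 12.5 µM H3K4me3 with cofactors 25 µM α-ketoglutarate and 50 µM Fe²⁺. NADH signal gain over 30 min defined activity.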
Starred values were filed as active, the others as inactive; i = inactive; ? = inconclusive; [ ] = remark or other dose. Potency is read from the fitted curve at half-maximal effect. These rows are one share of the data; the hit share may differ from the screen's.

SMILES	KDM5B inhibitor
Cc1cccc(C(=O)N2CCC(C(=O)N3CCCCCCNC(=O)CC3)CC2)c1	-15.1%
CCOc1cc(/C=C/c2ccc3ccccc3n2)ccc1O	?
O=C(Nc1ccnn1Cc1ccccn1)c1cccc(S(=O)(=O)N2CCCC2)c1	-18.8%
N#Cc1ccc(OCCCOc2ccc(C#N)cc2)cc1	22.8%
Cc1ccc(C(=O)Nc2ccc(NC(=O)c3ccco3)c(C)c2)cc1	30.0%
CCn1cc(CN2CCC(n3nccc3NC(=O)CCCc3ccccc3)CC2)cn1	9.4%
CCOC(=O)CNC(=O)NC1CCN(c2nc3ccccc3n(C)c2=O)CC1	-2.1%
CCc1cccc(NC(=O)c2c(OC)cc(=O)n3c2CCCC3)c1	22.2%
COc1ccc(NC(=O)O[C@@H]2CO[C@H]3[C@@H]2OC[C@@H]3NS(=O)(=O)c2ccc(NC(C)=O)cc2)cc1	1.4%
Cc1ccc(NC(=O)CCCn2nc(C)c3c(C)n(-c4ccccc4)nc3c2=O)cc1Cl	-3.1%
O=C(NCc1cccc(Cl)c1)c1nnn2c1COC(c1ccc(Cl)cc1)C2 (stereo not given)	-23.6%
O=C(N/N=C/c1ccccc1)c1cc[n+]([O-])cc1	8.9%
O=C(Cn1nnnc1CN1CCCC1)N1CCN(C2CCc3ccccc3C2)CC1 (stereo not given)	-32.3%
Cc1ccc(Cn2c(SCc3ccc(C(=O)NC4CCCCC4)cc3)nc3ccncc32)cc1	?
CCCCc1ccc(C(=O)O)cc1	-7.3%

Pulled one by one from the list above (two):
SMILES	KDM5B inhibitor
CCOc1cc(/C=C/c2ccc3ccccc3n2)ccc1O	?
CCOC(=O)CNC(=O)NC1CCN(c2nc3ccccc3n(C)c2=O)CC1	-2.1%

The list continues.
SMILES	KDM5B inhibitor
CCCCC(=O)n1nc(-c2ccc(Cl)cc2)nc1N	15.5%
OCCCc1nc2ccccc2n1CCCCOc1ccccc1	-1.7%
COc1ccc(C(C(=O)O)N2CCCN(c3ncccn3)CC2)c(OC)n1 (stereo not given)	?
C[C@@]1(O)CCN(C(=O)CN)C[C@@H]1Cc1ccccc1	-1.4%
CC(C)(C)c1ccc2c(c1)C(C[C@H]1CN(S(C)(=O)=O)CC[C@H]1CC(=O)O)=NCC2	?
Cc1ccc2[nH]c(CCn3cc(-c4cncnc4)nn3)nc2c1C	7.0%
Cc1ccc(Br)c(SCC(=O)O)c1	13.0%
COc1ccc(NC(=O)N2CCCC(Cn3cnc4cccnc43)C2)c(OC)c1 (stereo not given)	-4.5%
Cc1noc(C2CC3(CCN(C(=O)c4cnccn4)CC3)CN2C)n1 (stereo not given)	10.3%
O=C1NCCN/C1=C\C(=O)c1ccc(F)cc1	-0.9%
Cc1ccc(-c2cc(C(=O)NCCc3ccccc3)c3ccccc3n2)cc1	-2.1%
Cn1nc(C(=O)Nc2cccc(C(F)(F)F)c2)c2c1-c1ccccc1OC2	4.6%
CCCCOC(=O)c1ccc(Nc2nc3ccccc3c3nnc(C)n23)cc1	?
COC(=O)N1CCCCC12Cc1ccccc1NC2=O (stereo not given)	5.1%[86.2 µM]
O=C(NCc1ccc(Cl)c(Cl)c1)c1ccc2c(c1)OCO2	-1.0%
COc1cc(C(C)=O)ccc1OCc1ccccc1C#N	-22.7%
COc1cccc(N2CCN(C(=O)C[C@H]3NC(=O)c4ccccc4NC3=O)CC2)c1	20.7%
Nc1ncnc(Nc2ccc(F)c(Cl)c2)c1[N+](=O)[O-]	14.8%
COCc1cc(C)nc2sc(C(=O)Nc3ccccc3O)c(N)c12	-23.9%
Oc1ccc(Br)cc1C=Nc1ccccc1C(F)(F)F	8.5%
Cc1nccc(-c2ccccc2)c1C(=O)N1CCN(C)C(C(=O)O)C1 (stereo not given)	-11.7%
CC(C)COc1ccc(C(=O)Nc2nnc(S(=O)(=O)N(C)Cc3ccco3)s2)cc1	-24.1%
COC(=O)c1cc(-c2ccc(Cl)cc2)nc2onc(C)c12	-8.8%
CCc1ccc(/C=C/C(=O)c2cc3cccc(OC)c3oc2=O)cc1	-5.2%
O=C1NC(=NC2CCCCC2)C2(CCN([S+](=O)([O-])c3cccc(C(F)(F)F)c3)C2)N1c1cccnc1 (stereo not given)	-0.4%[115 µM]
Cc1nn(-c2ccccc2)c(Oc2ccccc2F)c1CCC(=O)N1CCSCC1	13.3%
CCCn1c(=O)n(CC(=O)Nc2ccc(Oc3ccccc3)cc2)c(=O)c2c1nc(C)n2CCOC	10.8%
CCOC(=O)C1=NN(c2ccccc2)C2C(=O)N(c3ccccc3OC)C(=O)C12 (stereo not given)	?
CC(C)CC(NC(=O)c1cccc(OCc2ccc(F)cc2)c1)C(=O)O (stereo not given)	-1.9%
COc1cc(NC(=O)CN2C(=O)NC3(CCCCC3)C2=O)cc(OC)c1	14.4%
COc1ccc(-c2cn(C)c(=O)n3cc(CN4CCNC(=O)C4)nc23)cc1	28.2µM*
CCN(CC)CCNC(=O)CCn1ccc2cc(S(=O)(=O)N3CCCCC3)ccc21	3.5%
COc1cccc(NC(=O)N2CCN(Cc3nc(-c4ccc(C)cc4)oc3C)CC2)c1	-12.6%
Cc1cc(C)nc(NNC(=O)CNC(=O)c2ccccc2)n1	4.1%
O=S(=O)(Nc1nc2ccccc2nc1N1CCCC1)c1ccc(F)cc1	-5.3%
O=C(CCc1ncc(-c2ccccc2F)o1)NCc1ccccc1	8.0%
CC(C)CCSc1ccccc1C(=O)O	14.7%
CCc1ccc(CN2CCCCC23Cc2ccccc2CNC3=O)cc1 (stereo not given)	-24.2%[115 µM]
Cc1nc2cc(NC(=O)c3cccc(C)c3C)ccc2o1	12.4%
Cc1ccc2nc(C(=O)N[C@H](c3cnn(C)c3)C3CC(O)C3)cn2c1 (stereo not given in full)	31.6µM*
COc1ccc(N=C2NC(=O)/C(=C/C=C/c3ccccc3)S2)cc1	25.6%
O=C(Nc1cccc(-c2nc3c(s2)CCCC3)c1)C1CC1	?
O=C(NC1CCCC1)N1CCC2(CC1)CC(N1CCOCC1)CCO2 (stereo not given)	-11.4%
Cc1ccc(NCC(=O)N2CCN(S(=O)(=O)c3ccc4ccccc4c3)CC2)c(F)c1	-9.6%
Cc1ccc(Cl)cc1N1CCN(C(=O)c2cnn(C)c2C2CCN(C(=O)OC(C)(C)C)CC2)CC1	-2.5%
O=C(CSc1nnc(C2CC2)n1Cc1ccccc1)c1ccccc1	?
COC(=O)/C=C(C(=O)OC)/C(=C\C(=O)OC)C(=O)OC	15.0%
COCCn1c(CO)nnc1C1CC(NC(=O)c2cccc(C#N)c2)C1 (stereo not given)	-4.7%
CCCn1c(CN2CCCCC2)nc2cc(NC(=O)c3cc(OC)c(OC)c(OC)c3)ccc21	5.9%
C#CCNC(=O)C1CCN(C(=O)C2CN(c3ccc(OC)cc3)C(=O)N2)C1 (stereo not given)	-10.2%
O=C1NCC2(CCN(Cc3ccsc3)CC2)Oc2ccccc21	7.9%[149 µM]
CCc1nnc2c(Nc3cccc(F)c3)nc3ccc(C(=O)c4ccccc4)cc3n12	-1.4%
CCOc1ccc(CCNC(=O)CCCc2nnc3n(CC)c(=O)c4sccc4n23)cc1	?
CCOc1ccc(NC(=O)N(C(C)C)C2CCN(C(C)=O)CC2)cc1	3.4%
COc1ccc(OC)c2c1CC(C)(C)n1c(-c3ccccc3)nnc1-2	?
Cc1ccc(Nc2nc(-c3c[nH]c(C(=O)N4CCCC4)c3)cs2)cc1F	11.8%
CC(=O)NNc1ncnc2c1cnn2-c1ccccc1	?
COc1ccc2c(c1)C(C[C@H]1CN(C(=O)C3CCC3)CC[C@H]1CC(=O)O)=NCC2	35.5µM*
CCN1c2cc(C(=O)Nc3cccc(C(F)(F)F)c3)ccc2C(=O)N2CCCC21 (stereo not given)	?
Cc1ccc(SC(=O)c2ccccc2)cc1	1.9%
(more compounds)
SMILES	KDM5B inhibitor
COc1ccccc1CC(=O)N1CCCc2ncc(C(=O)Nc3cccc(C(F)(F)F)c3)cc21	?
Cc1nc(-c2ccncc2)[nH]c(=O)c1CC(=O)N(C)C(C)CC(C)C (stereo not given)	20.9%
COc1ccc(NC(=O)Cn2nc3c(cc2=O)CCCC3)cc1Cl	-24.5%
COc1ccc(CCNC(=O)c2ccc(Cn3c(=O)c4cccn4c4cccnc43)cc2)cc1OC	?
Cn1nc(C(=O)N2CCN(c3ccc(O)cc3)CC2)c2ccccc2c1=O	-27.2%
COC1CCOC2(CCN(C(=O)c3ccoc3)CC2)C1 (stereo not given)	-7.2%
Cc1oc(-c2ccccc2)nc1Cn1ccn2nc3c(c2c1=O)CCCC3	28.2µM*
CCOc1ccc(NC(=O)c2cc(C)nc3ccccc23)cc1OC	-3.0%
O=C(NC1CCCCC1)c1ccc(-c2cccc([N+](=O)[O-])c2)o1	11.6%
O=S(=O)(c1ccc(F)cc1)N(Cc1nc(-c2ccc(Cl)cc2)no1)C1CCCCC1	1.2%
COc1ccc(NC(=O)c2sc3nc(C)cc(C)c3c2N)c(OC)c1	?
Cc1cc(SCC(=O)NC2CCS(=O)(=O)C2)nc2ccccc12 (stereo not given)	-6.2%
COc1ccc(S(=O)(=O)N2CCC3(CC2)CC(CC(=O)N2CCCC2)CCO3)cc1 (stereo not given)	25.3%
O=C(CSc1nnc(CNC(=O)c2ccccc2)o1)Nc1ccc2c(c1)OCCO2	-13.5%
Cc1ccc(S(=O)(=O)c2cn(CC(=O)Nc3ccc4c(c3)OCO4)c3ccccc3c2=O)cc1	-21.9%

Compounds shown so far with a COOH group, in the order listed:
SMILES	KDM5B inhibitor
CCCCc1ccc(C(=O)O)cc1	-7.3%
COc1ccc(C(C(=O)O)N2CCCN(c3ncccn3)CC2)c(OC)n1 (stereo not given)	?
CC(C)(C)c1ccc2c(c1)C(C[C@H]1CN(S(C)(=O)=O)CC[C@H]1CC(=O)O)=NCC2	?
Cc1ccc(Br)c(SCC(=O)O)c1	13.0%
Cc1nccc(-c2ccccc2)c1C(=O)N1CCN(C)C(C(=O)O)C1 (stereo not given)	-11.7%
CC(C)CC(NC(=O)c1cccc(OCc2ccc(F)cc2)c1)C(=O)O (stereo not given)	-1.9%
CC(C)CCSc1ccccc1C(=O)O	14.7%
COc1ccc2c(c1)C(C[C@H]1CN(C(=O)C3CCC3)CC[C@H]1CC(=O)O)=NCC2	35.5µM*

In a second layout: results already given
O=S(=O)(Nc1nc2ccccc2nc1N1CCCC1)c1ccc(F)cc1
- KDM5B inhibitor: -5.3%

COCCn1c(CO)nnc1C1CC(NC(=O)c2cccc(C#N)c2)C1 (stereo not given)
- KDM5B inhibitor: -4.7%

O=C(NCc1ccc(Cl)c(Cl)c1)c1ccc2c(c1)OCO2
- KDM5B inhibitor: -1.0%

COc1ccc(NC(=O)N2CCCC(Cn3cnc4cccnc43)C2)c(OC)c1 (stereo not given)
- KDM5B inhibitor: -4.5%

Remaining list, next part.
SMILES	KDM5B inhibitor
O=C(c1ccc2nccn2c1)N1CCC(C(O)CCc2ccccc2)CC1 (stereo not given)	-2.2%
COc1ccccc1CNC(=O)N(C)CCOc1ccccc1C	9.0%
COc1cccc(-c2nnn(Cc3ncc(-c4ccccc4)o3)n2)c1	-1.5%
O=S(=O)(NCCS(=O)(=O)N1CCN(c2cccc(Cl)c2)CC1)c1ccc(F)cc1	-11.0%
Cc1oc(-c2nc(C#N)c(N3CCCCC3)o2)cc1S(=O)(=O)N(C)c1ccccc1	-12.0%
COc1ccc(N2CCN(C(=O)C3CCN(C(=O)c4ccc([N+](=O)[O-])cc4)CC3)CC2)cc1	-5.3%
O=C(Cc1c(F)cccc1Cl)NCCc1c[nH]c2ccccc12	17.2%
O=C(CN1CCOCC1)N1CC2CC(C1)[C@H]1CCCC(=O)N1C2 (stereo not given in full)	-12.8%
Cc1cccc(NC(=O)CSCc2cc(=O)n3ccsc3n2)c1C	18.2%
CCC(=O)Oc1c(Sc2ccc(C)cc2)c(C)nn1-c1ccccc1	?
Cc1cccc(Cn2c(N3CCc4ccccc4C3)nc3c2c(=O)n(C)c(=O)n3C)c1	15.8%
CN(C)c1ccc(-c2nc(-c3cccs3)c(-c3cccs3)[nH]2)cc1	?
CN1CCN(Cc2c(O)ccc3cc(-c4ccccc4)c(=O)oc23)CC1	i
O=C1[C@H]2CN(Cc3cc(F)c(F)cc3F)C[C@H]2C(=O)N1Cc1ccc2c(c1)OCO2	-11.7%
O=C(CSc1nc2ccccc2nc1Cc1ccccc1F)Nc1cccc(C(F)(F)F)c1	-6.1%
CN(C)C(=O)C(Cl)c1ccccc1 (stereo not given)	15.7%
CCCCNC(=O)CCCCCn1c(=O)[nH]c2ccccc2c1=O	-21.9%
CCCCN1C(=O)C(O)(CC(=O)c2ccc(C)cc2C)c2cc(Br)ccc21 (stereo not given)	-17.6%
Cc1cccc(-c2nc3cnccn3c2NCCC(=O)NCc2ccc(F)c(Cl)c2)c1	28.2µM*
NC(=O)c1ccc(CN(C(=O)c2nn(-c3ccccc3)c(=O)c3ccccc23)C2CC2)cc1	3.0%
CCC(=O)Oc1ccc(C(=O)Nc2ccc(-c3nc4cc(C)ccc4o3)cc2)cc1	-11.6%
CCC(C)(C)NC(=O)C(c1sccc1C)N(Cc1ccco1)C(=O)c1csnn1 (stereo not given)	27.5%
COc1ccc(NC(=O)N[C@H]2C[C@@H](C(=O)N[C@@H](Cc3cccs3)C(N)=O)N(C(=O)CSC)C2)cc1	-22.8%
CCCCN1C(=O)[C@@H]2C[C@@H](O)CN2C2(CN(C3CCC(F)(F)CC3)C2)C1=O	-2.9%[86.2 µM]
CC1=NOC2(CCN(Cc3ccc(N(C)C)cc3)CC2)C1	?
CCCOc1c(Cl)cc(C(=O)N(Cc2sccc2C)C2CCS(=O)(=O)C2)cc1Cl (stereo not given)	4.6%
COc1cc(OC)c(C2CC(=O)Nc3ccc4ccccc4c32)cc1OC (stereo not given)	-5.1%

From PubChem
